Source: PubChem BioAssay (National Center for Advancing Translational Sciences (NCATS))
Vif-APOBEC3G blk: blocks the Vif interaction with human APOBEC3G | Q9HC16 | HeLa A3G-eYFP + Vif (tagged APOBEC3G with the HIV-1 protein that degrades it), YFP fluorescence, overnight | Potency, µM (doses to about 46.1 µM), inactives show top-dose activity, negative = active, usual class: inhibitors | hit rate 0.076% among 410,000 | AID 602310;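 further: potency means the concentration at half of the fitted maximal effect; on the % scale 0 is the no-effect control and ±100 the full control effect; nearly all actives have a fitted effect of over 60% in size; hits raise eYFP signal because A3G escapes Vif-driven loss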
Target sequence (Q9HC16 whole entry, looked up): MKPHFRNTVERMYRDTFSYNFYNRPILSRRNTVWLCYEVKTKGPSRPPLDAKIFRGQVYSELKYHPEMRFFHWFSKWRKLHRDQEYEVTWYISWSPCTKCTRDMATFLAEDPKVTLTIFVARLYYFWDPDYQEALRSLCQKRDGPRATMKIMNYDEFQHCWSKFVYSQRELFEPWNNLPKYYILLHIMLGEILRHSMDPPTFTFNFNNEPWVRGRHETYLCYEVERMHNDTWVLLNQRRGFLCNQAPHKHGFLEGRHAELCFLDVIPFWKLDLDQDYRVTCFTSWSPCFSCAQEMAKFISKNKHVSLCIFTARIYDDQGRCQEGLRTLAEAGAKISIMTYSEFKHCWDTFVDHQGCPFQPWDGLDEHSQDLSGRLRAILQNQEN
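Read-out is eYFP fluorescence (Ex 488/Em 500-530) from Vif-expressing HeLa A3G-eYFP cells; more signal means A3G escaped Vif-mediated degradation. Cells plated overnight, compound pinned in, incubated overnight at 37 deg C.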
TrxR1 inh: blocks rat thioredoxin reductase 1; O89049; recombinant rTrxR1, NADPH fluorescence consumption, selenite substrate; Potency, µM (doses to about 114 µM), for the others: at the highest dose activity change, negative = inhibition, actives largely listed as inhibitors; hit rate 1% among 390,000; AID 588453; further: potency means the concentration at half of the fitted maximal effect; on the % scale 0 is the no-effect control and ±100 the full control effect; nearly all actives have a fitted effect of over 65% in size
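Rat TrxR1 (90 nM in the dispensed reagent) was pre-reduced with 400 uM NADPH for 5 min at room temperature, then incubated with compound for 15 min. After 400 uM selenite was added, NADPH fluorescence (Ex 340/Em 450 nm) was followed for 8 min.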
IDH1 R132H inh: blocks human mutant IDH1 R132H enzyme; AID 602179; O75874; hit rate 0.093% among 390,000; Potency, µM (doses to about 76.6 µM), for inactives: top-dose activity change, negative = inhibition, most hits filed as inhibitors; IDH1-R132H enzyme, NADPH consumption, diaphorase/resazurin fluorescence; further: potency means the concentration at half of the fitted maximal effect; on the % scale 0 is the no-effect control and ±100 the full control effect; nearly all actives have a fitted effect of over 65% in size
Target sequence (O75874 whole entry R132H, stated change not applied): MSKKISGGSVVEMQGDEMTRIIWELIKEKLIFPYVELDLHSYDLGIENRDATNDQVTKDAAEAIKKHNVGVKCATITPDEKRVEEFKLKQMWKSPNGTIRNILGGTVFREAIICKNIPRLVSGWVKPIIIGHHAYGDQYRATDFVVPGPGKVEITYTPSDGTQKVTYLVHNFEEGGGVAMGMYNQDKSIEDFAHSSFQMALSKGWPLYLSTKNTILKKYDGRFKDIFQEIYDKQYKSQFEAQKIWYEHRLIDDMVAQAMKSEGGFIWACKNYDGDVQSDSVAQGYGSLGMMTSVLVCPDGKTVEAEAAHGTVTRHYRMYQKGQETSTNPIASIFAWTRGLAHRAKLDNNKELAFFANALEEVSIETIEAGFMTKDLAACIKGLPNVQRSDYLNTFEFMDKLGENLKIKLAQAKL
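IDH1-R132H (0.5 ug/mL dispensed) in pH 7.5 Tris buffer was preincubated 30 min with compound, then given a substrate mix of 0.016 mM NADPH and 2 mM alpha-KG for 80 min at room temperature; remaining NADPH was read by diaphorase/resazurin fluorescence.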
LDHA block: inhibitors of human lactate dehydrogenase A; P00338; purified LDHA, NADH/diaphorase-resazurin fluorescence; stronger effect = lower value; activity change, % (values are at about 110 or 230 µM); hit rate 0.15% among 480,000; AID 1347041; in the data active means activity change below about -30%; inconclusive means mostly about -25% to -30%;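 further: plate controls were DMSO wells for no effect and wells without enzyme for full effect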
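Remaining NADH was detected by diaphorase (0.133 mg/mL) converting 37 µM resazurin to fluorescent resorufin, read at 0 and 20 minutes. The preceding 5-minute room-temperature reaction used 2 nM LDHA, 0.2 mM sodium pyruvate and 0.06 mM NADH at pH 7.4.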
USP1-UAF1 inh: USP1/UAF1 (human) deubiquitinase inhibition | recombinant USP1/UAF1, Ub-Rhodamine cleavage fluorescence | Potency, µM (titrated, usually from 57.1 µM), inactives show top-dose activity change, negative = inhibition, actives largely listed as inhibitors | hit rate 0.23% among 390,000; further: potency means the concentration at half of the fitted maximal effect; on the % scale 0 is the no-effect control and ±100 the full control effect; nearly all actives have a fitted effect of over 60% in size; inactives centre near -12
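Step one: compound is pinned into 1nM USP1/UAF1 in HEPES pH 7.8 buffer with TCEP. Step two: 15 min room-temperature incubation. Step three: Ub-Rho (150nM final) starts cleavage, tracked by fluorescence over six one-minute reads.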
GRP78 ERSR act: induces the endoplasmic reticulum stress response in human glioma cells; U87-MG GRP78 promoter luciferase reporter, 16 h; hit rate 0.02% among 420,000; Potency, µM, for the others: top-dose activation, usual class: activators; further: potency means the concentration at half of the fitted maximal effect; series mostly up to about 76 µM; % of control where 0% means no effect; nearly all actives have a fitted effect of over 35% in size
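ERSR induction read as luciferase luminescence (Bright-Glo, 10 min at room temperature) in stably transfected human U87-MG glioma cells exposed to compounds for 16 h, using GRP78 as sensor.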
TrxR1 substrate: is turned over as a substrate by rat TrxR1 | purified TrxR1 substrate turnover, NADPH consumption readout | Potency, µM (titrated, usually from 114 µM), inactives show top-dose activity change, negative = substrate turnover | hit rate 0.01% among 390,000 | AID 588456; further: potency means the concentration at half of the fitted maximal effect; on the % scale 0 is the no-effect control and ±100 the full control effect; nearly all actives have a fitted effect of over 50% in size
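Rat TrxR1, dispensed at 90 nM, was prereduced with 400 uM NADPH (final) for 5 min at ~22 deg C, then incubated with compound 15 min before 400 uM selenite. A first-read NADPH fluorescence drop versus no-compound background flagged substrates.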
RGS4 inh: human RGS4 inhibition. P49798. Transcreener GDP fluorescence polarization, RGS4-accelerated GTP hydrolysis. Potency, µM (top dose mostly 114 µM), for the others: at the highest dose activity change, negative = inhibition, hits mostly inhibitors. hit rate 0.039% among 390,000. AID 504845; further: potency means the concentration at half of the fitted maximal effect; on the % scale 0 is the no-effect control and ±100 the full control effect; nearly all actives have a fitted effect of over 75% in size; some results filed as inactive show a strong effect at the top dose
Target sequence (P49798 whole entry, looked up): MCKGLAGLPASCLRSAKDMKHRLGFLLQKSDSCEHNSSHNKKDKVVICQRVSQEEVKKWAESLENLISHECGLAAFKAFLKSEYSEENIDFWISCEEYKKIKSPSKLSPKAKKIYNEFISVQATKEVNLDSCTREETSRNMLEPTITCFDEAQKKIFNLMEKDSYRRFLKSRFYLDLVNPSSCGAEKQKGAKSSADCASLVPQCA
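MLSMR compounds (23 nl, pin-transferred) preincubated 10 min at room temperature with a 500nM (2x) first reagent, then RGS4 at 900nM (2x) plus Transcreener GDP mix added; fluorescence polarization (620/688 nm) read before and after 90 min at 30 °C.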
Vif-APOBEC3F blk: Vif-A3F binding inhibition. HeLa A3F-eYFP + Vif (tagged APOBEC3F with the HIV-1 protein that degrades it), YFP fluorescence increase. Potency, µM (highest dose often 46.1 µM), inactives show top-dose activity, negative = active. hit rate 0.2% among 390,000. AID 602313; further: potency means the concentration at half of the fitted maximal effect; % of control where 0% means no effect; nearly all actives have a fitted effect of over 65% in size
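Fluorescence increase (Ex 488/Em 500-530) after overnight compound treatment at 37 deg C flags inhibition of Vif-driven A3F-eYFP loss in stable HeLa A3F-eYFP/Vif cells seeded overnight beforehand.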
An asterisk follows results filed as active; ? = inconclusive; / = no result given; & = joins results of further samples; [ ] = another dose, or the depositor's remark. Unless noted, the call rests on the fitted dose curve; in most records, active means well fitted curve in the direction sought with a large enough effect; inconclusive means small, poorly fitted or top-dose-only effect, or another doubt; inactive means no such curve, though single readings can be large; an effect the other way counts as inactive or inconclusive. These rows are one share of the data; count on the stated rates, not on these rows.

SMILES,Vif-APOBEC3G blk,TrxR1 inh,IDH1 R132H inh,LDHA block,USP1-UAF1 inh,GRP78 ERSR act,TrxR1 substrate,RGS4 inh,Vif-APOBEC3F blk
O=C(/C=C/c1ccc(S(=O)(=O)N2CCOCC2)cc1)N(CCO)Cc1ccccc1,2.0%,23.2%,-1.9%,-1.1,-19.6%,-1.0%,8.1%,-1.7%,9.4%
Cc1onc(-c2ccccc2)c1C(=O)OCC(=O)N(CC(C)C)c1c(N)n(Cc2ccccc2)c(=O)[nH]c1=O,-5.9%,-6.2%,3.0%,-6.3,-12.2%,-3.4%,-6.0%,13.6%,-11.0%
CC1CCCN(c2ncnc3c2nnn3C)C1 (stereo not given),-3.8%,-4.9%[57.1 µM],5.6%,-2.8,3.4%,0.0%,-8.3%[57.1 µM],-1.8%,0.1%
CCOC(=O)c1c(-c2ccc(C)o2)csc1NC(=O)CN(C)CC(=O)Nc1ccc(C)cc1,-16.3%,?,?,2.2,-23.9%,-6.5%,4.6%,?,6.4%
CCn1cc(C(=O)NCC(OC)OC)c(=O)c2cc(S(=O)(=O)N3CCCC3)ccc21,-0.4%,17.0%,-7.0%,3.2,-27.2%,2.8%,-1.6%,-12.2%,2.4%
Cc1cccc(C)c1OCC(=O)N1CCc2ccccc2C1,-0.5%,15.5%,6.2%,-5.5,-17.0%,2.2%,-0.2%,-3.4%,-0.5%
COCc1nc(-c2ccc(-c3ccc(OC)cc3)nc2OC)no1,0.2%,124.5%[activator],-3.8%,-10.5,-18.8%,1.0%,200.3%[activator],5.1%,-1.7%
COc1ccc2ccccc2c1/C=N/NC(=O)c1cccc([N+](=O)[O-])c1,1.0%,6.1%,-6.7%,-6.7,-16.3%,-4.2%,-7.5%,9.8%,-6.8%
Cc1ccc(CSC2=Nc3ccccc3C3=NC(CC(=O)NC4CCCCC4)C(=O)N23)cc1 (stereo not given),/,17.0%[57.1 µM],/,-1.8,9.7%,/,2.0%[57.1 µM],15.1%,/
CCOC(=O)N1CCC(N2C(=O)c3ccccc3C2Nc2ccc(S(=O)(=O)N(CC)CC)cc2)CC1 (stereo not given),-0.6%,21.4%[57.1 µM],-0.5%,8.2,?,-2.8%,-15.0%[57.1 µM],-10.2%,9.4%
Cc1nnc(NC(=O)CSc2nnc(CC(=O)Nc3ccccc3C)n2C)s1,2.0%,0.0%,-14.9%,-4.2,-1.0%,-3.9%,-3.2%,6.8%,0.2%
O=C(NCCCl)Nc1ccc(Cl)c([N+](=O)[O-])c1,0.0%,31.5%[57.1 µM],-0.3%,-3.1,1.0%,-3.8%,6.7%[57.1 µM],-20.9%,3.7%
CC(=O)Oc1ccc(C(=O)Nc2ccc3c(c2)C(=O)N(CCC(=O)O)C3=O)cc1,-5.3%,22.5%,0.5%,-6.4,1.0%,-5.8%,214.0%[activator],1.8%,-4.3%
COc1ccc(-c2csc(N(Cc3ccco3)C(=O)c3cccs3)n2)cc1,-1.1%,-25.6%,-1.0%,-5.0,-10.1%,-2.2%,2.2%,-1.5%,0.3%
CCOc1cc(C(N)=O)cc(Cl)c1OCC,5.0%,4.9%,12.2%,-0.2,-7.9%,-1.4%,-4.5%,-60.2%[56.9 µM],-5.3%
CCOc1ncccc1C(=O)Nc1ccc(OC)c(S(=O)(=O)N2CCOCC2)c1,0.2%,15.1%,2.6%,-3.1,0.4%,-9.2%,4.0%[57.1 µM],9.2%,-18.0%
COC(=O)C(C)Sc1nc2c([nH]c3ccccc32)c(=O)n1C (stereo not given),2.1%,4.4%,-4.0%,-2.8,-4.7%,-1.5%,-2.8%,11.2%,-5.5%
COc1ccc(C=C(c2ccc(OC)cc2)c2ccc(OC)cc2)cc1,0.8%,18.1%,0.1%,-4.2,-21.0%,-2.8%,34.1%[activator],2.4%,7.2%
CCN(Cc1ccc2c(c1)OCCO2)C(=O)CN1C(=O)NC2(CCCCC2)C1=O,-1.8%,26.5%,-3.2%,-0.8,-7.6%,-3.1%,21.6%,?,3.1%
Cc1noc(C)c1CSCC(=O)Nc1nnc(CC(C)C)s1,2.6%,18.4%,-5.0%,1.0,-13.4%,-3.3%,-5.0%,-13.0%,1.0%
Cc1ccccc1OCC(=O)O/N=C(\N)Cc1cccs1,-3.4%,15.4%,2.8%,-5.9,3.0%,0.4%,-1.7%[57.1 µM],10.7%,-0.7%
CC(=O)Nc1cccc(NC(=S)Nc2ccc(F)cc2F)c1,-3.4%,-8.5%[57.1 µM],2.9%,5.6,?,-4.5%,2.7%[57.1 µM],-29.8%,-1.9%
Cc1cccc(C(=O)NCCNC(=O)c2ccccn2)c1,-0.9%,20.1%,4.4%,-9.3,-14.7%,-4.1%,10.4%,0.8%,-4.7%
Cc1ccc(C)c(CSc2nnc3[nH]c(=O)cc(-c4ccccc4)n23)c1,7.9%,5.9%[57.1 µM],-0.4%,0.7&-4.7,11.8%,-2.0%,5.3%[57.1 µM],7.6%,4.4%
O=S(=O)(c1ccccc1)N1CCc2ccccc21,-0.9%,-6.0%[57.1 µM],7.9%,-1.2,-4.3%,-2.6%,-5.0%[57.1 µM],3.0%,-2.5%
Cc1nn(Cc2noc(C(=O)NCCCn3ccnc3)n2)c(C)c1Br,0.5%,19.5%,-8.7%,-6.5,-24.2%,-7.3%,6.5%,-5.9%,1.4%
Cc1cc(=O)oc2c(C)c(OCC(=O)Nc3cccnc3)ccc12,-3.7%,13.3%,-1.9%,-5.9,-22.5%,-0.3%,23.1%,-26.6%,5.7%
COC(=O)C(=O)C/C(=N/Nc1ncnc2ccccc12)c1ccc(Cl)cc1,?,-3.5%[57.1 µM],0.5%,1.4,-7.8%,4.2%,-5.0%,-17.0%,?
CCc1ccc(CCC(=O)Nc2sc(C)c(C)c2C(=O)OC)o1,-2.4%,-0.4%[57.1 µM],11.4%,6.6,-15.2%,-1.4%,12.1%[57.1 µM],?,-7.0%
CC(=O)c1ccc(NC(=O)CSc2nc(-c3ccc(C)cc3)nc3c2c(=O)n(C)c(=O)n3C)cc1,/,22.1%[57.1 µM],/,-2.0,8.3%,/,6.3%[57.1 µM],7.2%,/
CC(C)Sc1nnc([C@H](Cc2ccccc2)NC(=O)OC(C)(C)C)o1,-4.3%,25.0%[57.1 µM],4.4%,-9.1,1.4%,-1.1%,1.8%[57.1 µM],?,3.6%
Cc1ccc(S(=O)(=O)N2CCCN(S(=O)(=O)c3ccc(C)c(C)c3)CC2)cc1C,2.0%,-3.5%,1.9%,-3.3,-19.5%,-2.9%,-4.9%,-4.2%,3.4%
O=C(c1ccc2ccccc2c1)c1c[nH]cc1-c1ccccc1,?,-15.6%,11.1%,-3.0,-13.5%,4.2%,-2.5%,7.7%,/
Nc1c(Br)cc2c([nH]c(=O)c3ccccc32)c1Br,-4.9%,8.9%[11.4 µM],1.6%,8.5,-6.0%,-0.8%,7.4%[57.1 µM],-22.5%,-3.7%
Cc1ccc(CN(C(=O)COc2ccccc2[N+](=O)[O-])c2ccccn2)o1,1.0%,-11.4%,-2.0%,-1.0,-18.8%,5.4%,0.0%,-2.9%,-11.0%
Cc1cc(C)cc(OCC(=O)NNC(=S)NC(=O)C2CC2)c1,7.7%,5.1%,-24.7%,-17.2,-11.4%,9.1%,3.6%,-37.3%,-2.3%
Cc1ccc(Cn2c(CN3CCC(C(=O)NCc4ccccc4C)CC3)cc3ccccc32)cc1,2.7%,-4.4%[57.1 µM],2.1%,-2.0,?,-4.2%,-13.8%[57.1 µM],26.6%,-1.1%
COc1ccc(N(Cc2cc3ccccc3[nH]c2=O)S(=O)(=O)c2ccc(C)cc2)cc1,-9.5%,13.4%,-13.9%,-10.2,-1.4%,-3.2%,-7.5%,5.2%,-9.7%
CN(Cc1ccccc1)C(=O)COC(=O)C1CCN(S(=O)(=O)c2ccc(Cl)c(C(F)(F)F)c2)CC1,2.0%,-1.5%[57.1 µM],-11.4%,-5.4,-12.9%,-2.5%,-7.3%[57.1 µM],14.8%,4.1%
COc1ccc(OCC(=O)N2CCN(C(=O)c3cccc4ccccc34)CC2)cc1,-0.5%,-12.9%,0.3%,8.4,-15.4%,-1.9%,-3.2%,-33.2%,3.9%
COc1ccc(NC(=O)CSc2nnc(CC(=O)Nc3ccc(F)cc3)n2C)cc1,1.8%,24.8%[57.1 µM],1.3%,-4.9,-2.2%,0.3%,-10.2%,6.8%,12.2%
